GAA inhib – qHTS Assay for Inhibitors of Human alpha-Glucosidase as a Potential Chaperone Treatment of Pompe Disease; Lysosomal alpha-glucosidase (Homo sapiens), P10253; purified human GAA, 4-MU-alpha-glucoside fluorescence; Potency, µM (series often up to 76.9 µM), inactives show top-dose activity change, negative = inhibition, actives largely listed as inhibitors; 200,000 compounds, 0.005% hits; AID 1466, 2008;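 also: plate controls were uninhibited enzyme wells for no effect and no-enzyme background for full effect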
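Fluorescence at Ex 365/Em 440 nm from 4-methylumbelliferone reported enzyme activity after 20 min at room temperature. Reactions used 4 nM enzyme and 400 uM substrate at pH 5.0; curves fitted with the Hill equation.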
GoLoco inh red – qHTS Assay for Inhibitors of RGS12 GoLoco Motif Activity (Red Fluorophore) | Potency, µM (doses to about 61.6 µM), for the others: at the top dose activity, negative = inhibition, most hits filed as inhibitors | Guanine nucleotide-binding protein G(i) subunit alpha-1 (Homo sapiens), P63096 | AID 880, 2007 | 230,000 compounds, 0.44% hits | Gai1:RGS12 GoLoco peptide FP, rhodamine, 10 min; active = well fitted inhibition curve with a large enough effect, not every such curve was filed as active; inactive = no such curve, though single readings can be large or run the other way; also: % is scaled to controls: 0 for no effect and ±100 for the full control effect; nearly all actives have a fitted effect of over 30% in size; many of its hits are not listed in these tables
Target sequence (P63096 whole entry, looked up): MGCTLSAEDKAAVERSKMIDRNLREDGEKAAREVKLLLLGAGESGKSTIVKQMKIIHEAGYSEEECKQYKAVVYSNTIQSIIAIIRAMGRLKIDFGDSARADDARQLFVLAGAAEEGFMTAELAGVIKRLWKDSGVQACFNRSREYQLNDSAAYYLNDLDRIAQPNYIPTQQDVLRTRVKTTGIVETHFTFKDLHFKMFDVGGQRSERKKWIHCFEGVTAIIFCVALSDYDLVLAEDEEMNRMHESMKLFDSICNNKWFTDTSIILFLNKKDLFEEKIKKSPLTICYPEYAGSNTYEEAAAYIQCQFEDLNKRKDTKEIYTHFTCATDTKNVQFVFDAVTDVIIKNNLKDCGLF
SMN2 splice enh – qHTS Assay for Enhancers of SMN2 Splice Variant Expression; HEK293 SMN2-luciferase splicing reporter, luminescence, 30-36 h; Potency, µM (series often up to 46.1 µM), for the others: at the highest dose activity change, positive = activation, hits mostly activators; 210,000 compounds, 2.8% hits; AID 1458, 2008; also: % of control where 0% means no effect; nearly all actives have a fitted effect of over 55% in size
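HEK293 cells carry an SMN2 […]–luciferase reporter in which exon 7 inclusion puts luciferase in frame. Cells were plated 10-12 h before compound addition, then incubated 30-36 h at 37C. ONE-Glo luminescence was read; sodium butyrate at 4.5 mM final served as control.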
GAA spleen mod – qHTS Assay for Inhibitors and Activators of Human alpha-Glucosidase From Spleen Homogenate; 240,000 compounds, 0.006% hits; Potency, µM (titrated, usually from 79.9 µM), inactives show at the top dose activity change, negative = inhibition, most hits filed as inhibitors; Lysosomal alpha-glucosidase (Homo sapiens), P10253; human spleen homogenate, 4-MU-alpha-glucoside fluorescence;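 also: 0% = enzyme with vehicle and -100% = no enzyme basal signal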
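Compounds were titrated against alpha-glucosidase in spleen homogenate at pH 5.0, with 1 mM 4-methylumbelliferyl substrate for 40 min at 37 C. Reactions were quenched with pH 10 NaOH/glycine and fluorescence measured.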
aGal spleen mod – qHTS Assay for Inhibitors and Activators of Human alpha-Galactosidase From Spleen Homogenate; human spleen homogenate, 4MU-alpha-Gal fluorescence, 40 min; Potency, µM (series often up to 80 µM), inactives show at the top dose activity change, negative = inhibition, hits mostly inhibitors; 240,000 compounds, 0.008% hits;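 also: 0% = enzyme with vehicle and -100% = no enzyme basal signal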
Target sequence (P06280 32-429 limits assumed): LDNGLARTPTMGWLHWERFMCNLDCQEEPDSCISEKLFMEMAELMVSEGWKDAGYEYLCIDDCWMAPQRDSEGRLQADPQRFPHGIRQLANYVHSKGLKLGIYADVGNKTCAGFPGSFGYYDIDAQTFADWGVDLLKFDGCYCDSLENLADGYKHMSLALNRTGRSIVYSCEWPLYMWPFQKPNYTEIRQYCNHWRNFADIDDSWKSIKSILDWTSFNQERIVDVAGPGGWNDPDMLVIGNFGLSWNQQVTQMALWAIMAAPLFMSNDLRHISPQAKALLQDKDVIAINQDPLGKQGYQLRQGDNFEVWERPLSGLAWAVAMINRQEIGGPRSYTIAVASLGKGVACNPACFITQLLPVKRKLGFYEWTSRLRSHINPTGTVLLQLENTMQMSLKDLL
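Human spleen homogenate (1 ug) was the enzyme source, with 4-methylumbelliferyl-alpha-D-galactopyranoside (1 mM final) in pH 5.0 citrate buffer with 0.01% Tween-20. Compounds were titrated; after 40 min at 37C, NaOH/glycine stop, 4-MU fluorescence read; AC50 from Hill fits.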
KDM4E inh – qHTS Assay for Inhibitors of Human Jumonji Domain Containing 2E (JMJD2E) | Lysine-specific demethylase 4E (Homo sapiens), B2RXH2 | Potency, µM (top dose mostly 57.1 µM), inactives show at the highest dose activity change, negative = inhibition, usual class: inhibitors | 230,000 compounds, 1.6% hits | JMJD2E catalytic domain, FDH-coupled NADH fluorescence (FDH is formaldehyde dehydrogenase); active = well fitted inhibition curve with a large enough effect, not every such curve was filed as active; inconclusive = small, poorly fitted or top-dose-only effect, or another doubt; inactive = no such curve, though single readings can be large or run the other way;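 also: 0% = wells with enzyme and -100% = buffer wells without enzyme; nearly all actives have a fitted effect of over 50% in size; many of its hits are not listed in these tables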
Target sequence (B2RXH2 1-337 limits assumed): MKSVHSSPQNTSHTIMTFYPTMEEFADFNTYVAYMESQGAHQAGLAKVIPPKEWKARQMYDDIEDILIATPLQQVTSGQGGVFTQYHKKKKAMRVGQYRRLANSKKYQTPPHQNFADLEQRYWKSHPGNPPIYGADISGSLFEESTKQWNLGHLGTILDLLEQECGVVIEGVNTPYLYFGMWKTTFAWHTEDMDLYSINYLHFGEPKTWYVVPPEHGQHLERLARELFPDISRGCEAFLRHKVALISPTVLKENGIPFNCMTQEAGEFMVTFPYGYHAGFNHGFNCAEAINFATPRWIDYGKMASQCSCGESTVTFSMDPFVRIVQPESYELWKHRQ
ALDH1A1 inh – qHTS Assay for Inhibitors of Aldehyde Dehydrogenase 1 (ALDH1A1); Purified ALDH1A1, NADH fluorescence, propionaldehyde substrate; Potency, µM (top dose mostly 75.3 µM), for inactives: at the highest dose activity, negative = inhibition, most hits filed as inhibitors; Aldehyde dehydrogenase 1A1 (Homo sapiens), P00352; 220,000 compounds, 7.3% hits; active = well fitted inhibition curve with a large enough effect, not every such curve was filed as active; inconclusive = small, poorly fitted or top-dose-only effect, or another doubt; inactive = no such curve, though single readings can be large or run the other way;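 also: plate controls were no enzyme wells and a reference inhibitor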
GAA glycogen mod – qHTS Assay for Inhibitors and Activators of Human alpha-Glucosidase Cleavage of Glycogen. Lysosomal alpha-glucosidase (Homo sapiens), P10253. recombinant GAA, glycogen substrate, Amplex Red glucose oxidase fluorescence. Potency, µM (highest dose often 76.4 µM), without a hit: at the highest dose activity change, negative = inhibition, actives largely listed as inhibitors. 300,000 compounds, 0.38% hits. AID 2100, 2009;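 also: 0% = full enzyme reaction and -100% = no-enzyme basal signal; the screen sought inhibitors and activators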
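Recombinant human alpha-glucosidase (4 nM final) hydrolysed bovine liver glycogen (30 ug) for 40 min at 37 C in pH 5.0 citrate/phosphate with 0.01% Tween-20. Released glucose detected by glucose oxidase/Amplex Red, Ex 573/Em 610 nm. Compounds up to 77 uM; AC50 from Hill fits.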
* hit, by the source's call; u = inconclusive; x = no result given; [ ] = another dose, or the depositor's remark. Unless noted, calls follow the shape of the dose curve; as a rule, active = well fitted curve in the direction sought with a large enough effect; inconclusive = small, poorly fitted or top-dose-only effect, or another doubt; inactive = no such curve, though single readings can be large; an effect the other way counts as inactive or inconclusive. Potency is read from the fitted curve at half-maximal effect. Some of the compounds tested, so the mix of outcomes need not match the whole.

Order of values: GoLoco inh red | ALDH1A1 inh | aGal spleen mod | SMN2 splice enh | GAA glycogen mod | KDM4E inh | GAA spleen mod | GAA inhib
CCC(C)NS(=O)(=O)c1ccc(NC(=O)c2ccc([N+](=O)[O-])cc2Cl)cc1 (stereo not given)
  x | 9% | -11% | x | -1% | -7% | -11% | -1%
CC1CN(C2CCN(C(=O)COc3ccc(Cl)cc3)CC2)CC(C)O1 (stereo not given)
  -8% | 13µM* | 11% | -50%[inhibitor] | -9% | u | 0% | -3%
CC1(C(O)(C#CC[N+]2(C)CCCCC2)c2ccccc2)CCCC1 (stereo not given)
  10% | -6% | -2% | -2% | -9% | -24% | -6% | 12%
Cc1ccc(C(c2nnnn2CCc2ccccc2)N2CCC(C)CC2)cc1 (stereo not given)
  40%[activator] | 1% | 1% | -98%[inhibitor] | -9% | -1% | -3% | -1%
OCc1ccccc1CNCc1ccccc1
  -1% | 0% | -4% | 4% | -4% | -4% | -5% | -3%
COc1ccc(C(C)=O)cc1COC(=O)Cc1n[nH]c(=O)c2ccccc12
  1% | u | 0% | -3% | 7% | 9% | -2% | -4%
Cc1[nH]nc(SCC(=O)NC(C)c2ccccc2)c1[N+](=O)[O-] (stereo not given)
  6% | 5% | -1% | -5%[1.84 µM] | 15% | -1% | -3% | u
CC(=O)c1cc(-c2ccccc2)n(CC(=O)N2CCCC2)c1C
  5% | 7% | -5% | 0% | 5% | 0% | -3% | 2%
CC(=O)c1c(C)oc2ccc(N(C(C)=O)S(=O)(=O)c3ccc(Cl)c([N+](=O)[O-])c3)cc12
  6% | u | 1% | -3% | 7% | -1% | 2% | u
Cc1c(C)n(C(=O)CSc2nc3ccccc3[nH]2)c2ccccc12
  10% | u | 4% | -1% | -6% | -10% | 6% | 3%
COC(=O)[C@@]1(Cc2ccccc2)[C@H]2c3cc(C(=O)N4CCCC4)n(Cc4ccccn4)c3C[C@H]2CN1C(=O)c1ccccc1
  -5% | -5% | 6% | -19% | x | -10% | 0% | x
O=S(=O)(Nc1ccc(-n2cnnn2)cc1)c1ccc(F)c(F)c1F
  8% | x | 4% | x | 2% | -6% | -6% | x
O=C(O)C1C2CC2CN1C(=O)c1ccc(Cl)cc1Cl (stereo not given)
  96%[activator] | 1% | 2% | -7% | 22% | -2% | 2% | 7%
COc1cccc(CC(=O)Nc2ccccc2C(=O)N2CCOCC2)c1
  9% | 9% | 1% | -9% | -3% | 0% | -1% | -1%
COc1cc(NC(=S)NCCCN(C)C)c(OC)cc1NC(=O)c1ccco1
  6% | x | -7% | x | -7% | 1% | 6% | x
CCOC(=O)C1=C(O)CSC1=Nc1ccc(C)cc1
  121%[activator] | u | -1% | 1% | 3% | 6% | x | -3%
CC1(C)S[C@H]2C(NC(=O)[C@@H](N)c3ccc(O)cc3)C(=O)N2[C@@H]1C(=O)O (stereo not given in full)
  3% | 4% | 4% | 4% | x | u | -5% | x
COc1cccc(NC(=O)CC2(CC(=O)O)CCCC2)c1
  0% | 20% | -1% | -3% | 5% | 1% | -13% | -1%
COc1cccc(N2C(=O)[C@H]3C(C(=O)c4cnccn4)=NN[C@H]3C2=O)c1
  -33% | x | 5% | x | -2% | u | -4% | -4%[15.4 µM]
O=C(O)CCCC(=O)NCc1c(Cl)cccc1Sc1ccc(Cl)cc1
  -12% | 4% | 4% | x | -8% | -1% | 0% | 2%
CCOC(=O)C1=C(C)NC(=O)NC1c1ccc(N(C)C)cc1 (stereo not given)
  -11% | -8% | -3% | -17% | -28% | 1% | -8% | 0%
COC(=O)N1CCC2(CCN(Cc3nccs3)CC2)CC1
  -1% | 8% | -6% | -17% | x | x | 3% | x
CCOc1cc(C(=O)NC(C)COC)cc(OCC)c1OCC (stereo not given)
  3% | 7% | 1% | 16% | -1% | 1% | 5% | 8%
Cc1nn(CC(=O)NC(C)c2ccccc2)c(C)c1[N+](=O)[O-] (stereo not given)
  6% | 9% | 0% | -2% | 20% | 1% | 4% | 15%
COc1cccc(C2SCC(=O)N2c2cccc(C)c2)c1OC (stereo not given)
  0% | u | -1% | -5% | -1% | -3% | 5% | 4%
Cc1ccc(NS(=O)(=O)c2ccccc2[N+](=O)[O-])cc1C
  3% | 8% | -2% | u | 3% | 5% | -3% | u
C[C@H](NC(=O)OC(C)(C)C)c1nnc(SCC(N)=O)o1
  7% | 12% | -2% | -6% | 13% | 2% | -5% | 2%
CCC(C)(C)n1nnnc1C(C(C)C)N1CCSCC1 (stereo not given)
  -3% | 4% | -2% | 7% | -6% | 5% | 2% | -2%
Cc1ccc(Sc2nc(-c3ccccc3)ccc2C#N)cc1
  6% | -4% | 2% | -18% | 9% | u | 2% | -3%
CCCn1c(-c2ccc(F)cc2)nc2c(NCCCN(CC)CC)nc(C)nc21
  8% | u | -2% | -5% | x | u | -5% | x
CCOc1ccc(/C=C/C2=NNC(=O)CC2)cc1
  4% | 3% | 7% | 11µM* | -8% | -16% | 1% | u
CCC(CC)C(=O)c1c[nH]c(C(=O)N2CCN(c3ccc(OC)cc3)CC2)c1
  -6% | 8% | 1% | 2% | -17% | 1% | 1% | -5%
C[C@@H](C(=O)O)c1ccc(N2Cc3ccccc3C2=O)cc1
  6%[21.6 µM] | 10%[20.9 µM] | 0%[29.1 µM] | u | x | -11%[25.5 µM] | 4%[29.1 µM] | x
COc1ccc(C(=O)COC(=O)CNC(=O)c2cccc(OC(F)F)c2)cc1
  -10% | 3% | 3% | 7% | -15% | -7% | -5% | -6%
O=C(NCc1ccco1)C(c1cccs1)N(C(=O)C1COc2ccccc2O1)c1cccc(O)c1 (stereo not given)
  54%[activator] | -12% | 7% | -26% | -16% | -4% | -1% | -3%
O=C(CNS(=O)(=O)c1ccccc1Br)OCC(=O)N1CCc2ccccc21
  12% | 2% | -2% | -2% | 2% | 0% | -5% | 0%
Cc1ccc(N2CCN(c3cc(C)nc4c5c(C)cc(C)nc5nn34)CC2)cc1
  8% | 9% | 19% | 0% | 7% | -2% | 9% | -4%
CCCCOC(=O)Nc1ccc(S(=O)(=O)Nc2ccc([N+](=O)[O-])cc2)cc1
  0% | -4% | 4% | -13% | -14% | -17% | -10% | -10%
COc1ccc(NC(=O)CSc2ccc3c4c(cccc24)C(=O)c2ccccc2-3)cc1
  19% | 0% | -13% | -8% | 7% | 0% | 6% | 3%
CC1CCN(CCCn2c(=S)[nH]c3ccc(N4CCOCC4)cc3c2=O)CC1
  8% | 8% | 12% | -4% | 5% | -1% | 2% | 0%
CCOc1ccc(-c2cc(C(=O)OC)nc3c2c(=O)n(C)c(=O)n3C)cc1
  0% | x | 1% | x | -1% | u | 0% | x
Cc1ccc(NC(=O)CN2CCC(C(=O)c3ccc4c(c3)OCCO4)CC2)cc1
  11% | -8% | -4% | -3% | -2% | -12% | -5% | u
Cc1cccc(C)c1Nc1c(-c2ccccn2)nc2ccccn12
  -1% | 7% | -8% | -65%[inhibitor] | u | -6% | -8% | 3%
CCOC(=O)c1ccc(N2C(=O)c3n[nH]c(C)c3C2c2ccccn2)cc1 (stereo not given)
  5% | 9% | -3% | 5% | 6% | 6% | -4% | -26%[15.4 µM]
C[C@H](NC(=O)CCCn1nnc2ccccc2c1=O)C(=O)O
  7% | x | 13% | x | 2% | 0% | 3% | x
Cc1ccc(-n2c(NN)nc3ccccc3c2=O)c(C)c1
  -1% | -5% | -4% | -34%[inhibitor] | -6% | u | -5% | 2%
O=C(c1cccc(F)c1)N1CCC2(CCCN(c3ccccc3)C2)CC1
  9% | -10% | 10% | -18% | x | x | -9% | x
N#CCCCSc1nnnn1-c1cc(C(F)(F)F)cc(C(F)(F)F)c1
  0% | -2% | 0% | 5% | x | u | 4% | x
COc1ccc(OC)c(NC(=O)CN(Cc2ccccc2)S(C)(=O)=O)c1
  8% | -1% | -1% | -7% | -5% | 10% | 2% | 3%
C(=N\Nc1nc(-c2ccccn2)nc2ccccc12)/c1ccccc1
  0% | x | 7% | x | -9% | 8.9µM* | 6% | x

New compounds follow.
Order of values: GoLoco inh red | ALDH1A1 inh | aGal spleen mod | SMN2 splice enh | GAA glycogen mod | KDM4E inh | GAA spleen mod | GAA inhib
Cn1cccc1C(=O)OCC(=O)Nc1cccc(S(=O)(=O)N2CCOCC2)c1
  70%[activator] | u | 22% | -9% | 4% | 6% | 14% | -7%
O=C(NCCC1=CCCCC1)c1ccc2c(c1)N(Cc1ccccc1)C(=O)CS2
  -20% | u | -1% | -9% | 3% | 1% | -2% | -12%
CCCCCn1c(N)c(-c2nc3ccccc3s2)c2c([N+](=O)[O-])nn(CC)c(=O)c21
  7% | 9% | 8% | -17% | -11% | 6% | 2% | 0%
Cc1cc(NC(=O)c2c(C)noc2C)no1
  1% | 3% | 13% | x | 6% | -8% | -1% | -3%
O=C(c1cccs1)N1CCN(CCCc2ccccc2)CC1
  0% | u | 5% | -22% | 5% | u | 0% | 5%
N#C/C(=C\c1cc(O)c(O)c(O)c1)C(N)=O
  -30% | x | -30% | x | 5µM* | 1µM* | u | x
CC1CCN(C(=O)C2c3ccccc3C(=O)N3CCc4ccccc4C23)CC1 (stereo not given)
  x | 3% | -21% | x | -11% | -3% | -9% | 5%
CC1=C(C(=O)OC(C)C)C(C2CC=CCC2)NC(=O)N1 (stereo not given)
  6% | 3% | 3% | -2% | 7% | 2% | 2% | -3%
Cn1cnnc1SCc1ccc(C#N)cc1Cl
  1% | 4% | -9% | -14% | -6% | -3% | 4% | -4%
O=C(NCc1ccc2c(c1)OCO2)c1ccc(C2SCC(=O)N2Cc2ccco2)cc1 (stereo not given)
  102%[activator] | 7.1µM* | 12% | -6% | -15% | -21% | 10% | -12%

Compound activity from PubChem.
